# sEH inh – inhibitors of human soluble epoxide hydrolase; P34913; recombinant human sEH enzymatic activity assay; inhibition, % at 2 µM; 0.34% of 91,000 active; AID 707; in the data active = inhibition above about 80%; also: values of inactives mirror those of a sister screen read the other way; many of its hits are not listed in these tables
# E coli WT exp – blocks growth of wild type E. coli BW25113; OD600 absorbance; growth inhibition, % at 100 µM; 0.15% of 98,000 active; AID 710;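 active = growth inhibition above about 50% at one test dose, limit read from the data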;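 also: growth measured after 20 h incubation at 37 °C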
# sEH act – activators of human soluble epoxide hydrolase. purified human sEH enzymatic activity, activator screen. P34913. activation, % at 2 µM. 0.04% of 91,000 active; in the data active = activation above about 37%; also: values of inactives mirror those of a sister screen read the other way
# PostGolgi ctrl – yeast control strain growth, post-Golgi counter-screen. 5% of 98,000 active. efflux-deficient yeast background strain, growth absorbance A615, 16 h. AID 738. inhibition, % at 10 µM
# Mac1 fbg inh – blocks human CD11b/CD18 adhesion to fibrinogen; P05107+P11215; K562 CD11b/CD18 adhesion to fibrinogen, ATPlite luminescence; Mn2+ added to activate the integrin; inhibition, % at 10 µM; 0.54% of 93,000 active; AID 1497;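 active = primary inhibition of 50% or more at 10 µM, then 40% or more on retest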; also: some results filed as inactive read as strong as hits
# PLAP activator – activators of human placental alkaline phosphatase; P05187; purified PLAP enzyme, luminescent substrate read-out; stronger effect = higher value; activation fold at 20 µM; 1.2% of 96,000 active; AID 696; in the data active = activation fold above about 2
# Target sequence (P05187 whole entry, looked up): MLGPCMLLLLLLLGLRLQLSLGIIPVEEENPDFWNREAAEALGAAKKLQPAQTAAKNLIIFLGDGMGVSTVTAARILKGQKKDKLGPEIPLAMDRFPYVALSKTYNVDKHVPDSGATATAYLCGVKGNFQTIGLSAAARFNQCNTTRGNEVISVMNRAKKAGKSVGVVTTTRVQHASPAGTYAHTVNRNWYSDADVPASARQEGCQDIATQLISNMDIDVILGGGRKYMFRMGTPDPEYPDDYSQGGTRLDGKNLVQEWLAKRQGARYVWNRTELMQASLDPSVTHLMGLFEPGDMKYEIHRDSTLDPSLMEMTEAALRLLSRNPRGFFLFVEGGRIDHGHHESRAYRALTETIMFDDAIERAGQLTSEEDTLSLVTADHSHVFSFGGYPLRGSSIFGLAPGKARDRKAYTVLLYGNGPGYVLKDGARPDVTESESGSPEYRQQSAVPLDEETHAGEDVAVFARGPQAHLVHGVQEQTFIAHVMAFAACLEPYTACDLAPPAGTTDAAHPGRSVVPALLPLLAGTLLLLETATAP
# S1P2 blocker – antagonists of human S1P2 receptor. O95136. inhibition, % at 5 µM. AID 736. 0.21% of 97,000 active. cell-based S1P2 antagonist assay, inhibition at 5 uM; in the data active = inhibition above about 45%;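 also: CRE beta-lactamase reporter cells expressing human S1P2 stimulated with S1P; 0% = agonist at EC80 alone and 100% = agonist plus reference antagonist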
# Target sequence (O95136 whole entry, looked up): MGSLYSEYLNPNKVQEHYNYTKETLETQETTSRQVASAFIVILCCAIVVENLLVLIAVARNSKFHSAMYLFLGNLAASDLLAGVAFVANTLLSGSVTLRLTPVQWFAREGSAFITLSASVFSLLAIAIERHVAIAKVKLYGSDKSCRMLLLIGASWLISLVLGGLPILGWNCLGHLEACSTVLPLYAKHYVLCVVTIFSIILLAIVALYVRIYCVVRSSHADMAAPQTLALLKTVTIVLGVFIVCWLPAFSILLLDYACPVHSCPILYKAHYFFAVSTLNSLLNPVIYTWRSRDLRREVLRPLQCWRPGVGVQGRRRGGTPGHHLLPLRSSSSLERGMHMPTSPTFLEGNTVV
# PostGolgi yeast – growth inhibition of a yeast mutant, post-Golgi transport screen. inhibition, % at 10 µM. AID 739. post-Golgi transport phenotypic cell assay. 0.9% of 98,000 active;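 also: yeast cells grown in 1536-well plates; yeast grown about 18 h at 30C before absorbance read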
# S1P2 agonist – S1P2 (human) receptor agonism. 0.46% of 97,000 active. O95136. S1P2-expressing cell line, agonist reporter read-out. activation, % at 4.5 µM. AID 729; in the data active = activation above about 16%;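 also: 0% = vehicle low control and 100% = maximal reference agonist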
# An asterisk follows results filed as active; . = no result given. Rule as the data show it, unless noted: active = inhibition above about 30%; inactive = the rest.
SMILES,sEH inh,E coli WT exp,sEH act,PostGolgi ctrl,Mac1 fbg inh,PLAP activator,S1P2 blocker,PostGolgi yeast,S1P2 agonist
Cc1ccc(C(C)NC(=O)c2ccco2)cc1 (stereo not drawn),-2,.,2,.,.,.,8,.,-5
CCOC(=O)C1CCN(C(=O)CN2C(=O)C(CC)Oc3ccccc32)CC1 (stereo not drawn),.,1,.,-4,1,1,.,-3,.
CSc1nc(-c2ccccc2)[nH]c(=S)c1C(C)=O,-5,3,2,17,23,1.1,-4,3,-4
O=C1C=C(O)CC(c2ccc(Cl)cc2)C1 (stereo not drawn),-8,2,6,1,-28,1.1,-12,-8,-3
C/C(=N\NC(=O)c1cc(C2CC2)nc2ccccc12)c1ccc(C)s1,-6,-2,8,7,0,0.9,-8,21,0
COc1ccc(N=c2sc3ccccc3n2C)cc1,-8,-3,12,12,16,0.8,-1,-8,-1
COCn1c(-c2ccc(OC)c(OC)c2)nc2ccccc21,-12,5,12,18,-6,0.9,-8,5,-3
CCOC(=O)N1CCN(C(=O)CN(c2ccc(Oc3ccccc3)cc2)S(C)(=O)=O)CC1,.,-14,.,10,-1,1.6,10,-6,-5
CCCC(C)C(=O)Nc1ccc(Cl)cn1 (stereo not drawn),0,13,2,1,-10,1,-12,-8,2
COc1ccc(-c2nnn(CC(=O)NCc3cccs3)n2)cc1OC,0,-1,4,8,1,0.9,5,-1,-7
Cc1ccc(Cn2nnc3c(=O)n(CC(=O)N4CCCCC4)cnc32)cc1,-7,-1,7,-7,-6,1,-5,-10,-1
O=C(c1ccc2c(c1)OCCO2)C1CCN(C(=O)c2ccc(F)c(F)c2)CC1,2,4,-3,10,-1,1.6,16,8,-10
CCSc1nnc2c(n1)OC=Nc1ccc(Br)cc1-2,-1,-10,1,-4,-39,0.9,6,7,0
CCc1ccc(NC(=O)CN2CCc3ccccc3C2)cc1,1,24,-2,23,-2,1.5,3,1,-8
O=C(CSc1ncn[nH]1)Nc1ccc(Cl)c(Cl)c1,2,24,-1,5,9,1.4,-10,4,-5
CCOC(=O)c1c(C)[nH]c(C(=O)OCC(=O)N2CC(C)OC(C)C2)c1C (stereo not drawn),-14,-5,16,1,-4,1.3,-8,1,-6
COc1ccc2cc(C#N)c(SCC(=O)N3CCCC3)nc2c1,25,0,-21,8,1,0.9,-10,8,-3
Cc1cc(/C=C2/SC(=S)N(c3cccc(Cl)c3)C2=O)c(C)n1-c1cccnc1,-7,.,6,.,.,.,74*,.,-6
Cc1ccc(-c2nc(=S)c3c(n2Cc2ccco2)CC(C)(C)OC3)cc1,-4,0,6,-4,.,1.2,9,-1,-3
Cc1nc2ccccc2c2oc(C(=O)NCC3COc4ccccc4O3)cc12 (stereo not drawn),.,-5,.,42*,73,1.5,.,5,.
COCCn1c(SCc2nnc(-c3ccc(OC)c(OC)c3)o2)nc2sc3c(c2c1=O)CCC3,0,.,5,.,.,.,-18,.,-3
CCc1c(O)nc(SC2CC(=O)N(c3ccccc3)C2=O)[nH]c1=O (stereo not drawn),-20,2,24,9,.,0.9,-6,1,-6
O=c1oc2ccccc2n1CSc1nc2ccccc2s1,.,-2,.,18,12,0.5,-7,-10,-2
Cc1cnc(NC(=O)c2c(O)c3cccc4c3n(c2=O)CCC4)s1,0,-2,0,-11,3,1.2,5,9,-2
O=C(COC(=O)c1ccc(Oc2ccccc2)cc1)Nc1nnc(-c2ccccc2)o1,.,4,.,10,29,2*,.,12,.
O=C(Oc1cc(-c2ccccc2)no1)c1ccc(Cl)cc1,-11,-20,11,-9,-7,1,23,2,-3
FC(F)(F)c1cc(Oc2ccccc2)nc(-c2ccccn2)n1,-3,0,6,8,.,0.9,2,0,-2
O=C1c2sc3nc4n(c(=O)c3c2CCC1Br)CCCCC4 (stereo not drawn),2,4,1,10,.,0.8,13,-3,-4
Cc1ccc2ccccc2[n+]1CCCS(=O)(=O)[O-],-2,2,3,4,-5,0.9,4,-1,-1
O=C(O)c1cc(/C=N\O)ccc1OCc1ccccc1,-3,-5,-2,8,-36,0.9,9,0,-2
CC12CCC(C(=O)Nc3cccnc3)(CC1=O)C2(C)C (stereo not drawn),-3,-1,1,4,-11,0.8,25,-2,-2
COc1cc2c(cc1OC)CN(C(=O)COc1ccc(C)c(C)c1)CC2,-18,-2,17,9,-16,1.5,33,4,-4
Clc1nnc(N/N=C/c2ccccc2)c2ccccc12,30,-7,-30,8,-20,0.8,32,-6,-3
O=C(Nc1ccc2sccc2c1)c1ccc(Cl)s1,.,-3,.,1,-25,0.9,.,21,.
CCOC(=O)CSC1=C(C#N)C(c2ccc(C)s2)CC(=O)N1 (stereo not drawn),-4,-3,4,16,32,0.9,1,0,-1
COc1ccc(-c2ccc(-c3nnn(CC(C)=O)n3)cc2)cc1,-8,-12,9,8,13,0.9,3,-1,-2
CCCn1c(NC(=O)C2COc3ccccc3O2)nc2ccccc21 (stereo not drawn),-1,2,1,11,-28,1.1,13,-1,-7
c1ccc(-n2ncc3c(NCc4ccccn4)ncnc32)cc1,5,-2,0,6,-32,0.8,-11,3,-4
CCCCc1c(O)nc(SCC(=O)N2CCCCC2)n(-c2ccccc2C)c1=O,.,-1,.,4,-2,1.2,16,3,-4
Cc1nnc(N2C(=O)C(O)=C(C(=O)c3ccco3)C2c2ccc(C(C)(C)C)cc2)s1 (stereo not drawn),-25,.,24,.,.,.,-10,.,-1
Cc1ccc(OCC(=O)N2CCN(C(=O)Cc3ccccc3)CC2)cc1,-8,3,6,31*,-10,1.1,18,3,-3
CCC(C)(C)n1nnnc1C(C(C)C)N(Cc1ccco1)Cc1cc2cc3c(cc2[nH]c1=O)OCO3 (stereo not drawn),4,-10,-5,9,.,1,32,-7,-4
Cc1ccc2nsnc2c1S(=O)(=O)NC1CC1,4,.,-4,.,.,.,10,.,-6
O=C1CC(c2ccc(Cl)cc2)n2nc(N3C(=O)CCC3=O)nc2N1 (stereo not drawn),-7,-6,6,22,-9,1,9,5,-3
CCOC(=O)COc1ccc(C2NC(C(=O)O)CS2)cc1 (stereo not drawn),.,2,.,-12,-21,0.9,.,-8,.
CC1CCC(C(=O)c2c(O)c3ccccc3oc2=O)CC1 (stereo not drawn),2,8,-2,4,24,1,-3,9,-4
NC(=O)C1CCN(C(=O)CN2CCCc3ccccc32)CC1,-1,-2,2,4,-13,0.9,-10,-2,-4
COc1ccc(C2C(CC(=O)O)=C(O)C(=O)N2c2ccccc2)cc1 (stereo not drawn),2,4,-2,0,8,1.1,14,5,-1

# 3 entries from above, arranged by their value in S1P2 agonist, highest first:
SMILES	sEH inh	sEH act	Mac1 fbg inh	PLAP activator	S1P2 blocker	S1P2 agonist
Cc1nnc(N2C(=O)C(O)=C(C(=O)c3ccco3)C2c2ccc(C(C)(C)C)cc2)s1 (stereo not drawn)	-25	24	.	.	-10	-1
CCC(C)(C)n1nnnc1C(C(C)C)N(Cc1ccco1)Cc1cc2cc3c(cc2[nH]c1=O)OCO3 (stereo not drawn)	4	-5	.	1	32	-4
Cc1ccc2nsnc2c1S(=O)(=O)NC1CC1	4	-4	.	.	10	-6

# Next part
SMILES,sEH inh,E coli WT exp,sEH act,PostGolgi ctrl,Mac1 fbg inh,PLAP activator,S1P2 blocker,PostGolgi yeast,S1P2 agonist
CCn1c(SCC(N)=O)nc2sc3c(c2c1=O)CCCC3,-7,-5,10,9,-11,0.8,-14,-3,-5
Cc1cc(OC(=O)c2ccc(Cl)cc2Cl)nc(C)n1,-13,-2,16,-3,.,1.1,-23,6,-4
Cn1c(CN2CCOCC2)nnc1SCC(=O)NC1CCCCC1,1,0,0,3,.,.,4,13,-1
CC(C)(C)n1nnnc1C(c1cccc(C#N)c1)N1CCCc2ccccc21 (stereo not drawn),-12,-14,12,28,3,1.6,-12,9,-5
CCOC(=O)N1CCN(c2ncnc3c2[nH]c2ccc(OC)cc23)CC1,-1,4,4,37*,23,0.9,-36,-5,4
N#CC1=C2C=CC=CN2CC1=O,-2,0,1,-1,7,1.1,16,-2,-6
CCCCN(CCCNC(=O)c1c(C)cc(=O)oc1C)c1ccccc1,1,-19,0,32*,-1,1.3,1,-7,-1
O=C(CSc1nnc(-c2ccco2)n1-c1ccccc1)N1CCOCC1,-21,-8,20,2,-24,0.9,2,-3,0
O=C(Nc1nc(-c2cccs2)c(-c2ccccc2)s1)c1ccco1,.,-16,.,32*,8,1.3,-1,36*,-10
COc1ccc2nc(NCCCNC(=O)c3cc(OC)c(OC)c(OC)c3)c(C#N)cc2c1,-10,7,8,3,-5,2.4*,-21,34*,3
CCCn1c2ccccc2c2cc(C(=O)O)ccc21,.,-5,.,10,7,1.1,0,1,-3
Cc1nnc(SCc2nc3ccccc3[nH]2)s1,.,20,.,7,11,1,11,-4,-10
COc1ccc2c(c1)[nH]c1c(=O)n(Cc3ccco3)cnc12,-3,0,3,3,-37,0.9,-26,-3,-6
COc1cc(-c2nnc(-c3ccccc3)o2)cc(OC)c1OC,-2,.,3,.,.,.,-6,.,-4
CSc1ccccc1NC(=O)COc1ccc(S(=O)(=O)N2CCCC2)cc1,4,-11,-4,1,2,0.9,4,-4,-6
CCCCC(CC)C(=O)Nc1ccc(Cl)cn1 (stereo not drawn),1,4,0,12,-20,1,-4,-1,2
O=C(CN1C2=NCCCN2c2ccccc21)c1ccc2c(c1)OCO2,6,0,-5,6,0,0.8,16,-5,-4
CCOc1cc(S(=O)(=O)NC2CC2)c(OCC)cc1-n1cnnn1,2,-2,-4,10,-1,0.9,11,2,1
CC1(C)Cc2cccc(OCC(O)CN3CCN(c4ccccn4)CC3)c2O1 (stereo not drawn),-1,6,-1,1,.,.,3,1,-5
O=C(N1CCCCCC1)n1c(Cc2ccccc2)nc2ccccc21,4,.,-4,.,.,.,-3,.,-6
CCN(CC)C(=O)CN(c1cccc(C(F)(F)F)c1)S(C)(=O)=O,-16,-10,14,-4,0,1.1,-8,3,0
COc1cccc(C2CC(c3c(Cl)cccc3Cl)n3nc(N)nc3N2)c1 (stereo not drawn),8,3,-8,-3,-23,1.1,-3,17,0
COc1cc(S(=O)(=O)n2nnc3ccccc32)c(OC)cc1Cl,-5,.,7,.,.,.,0,.,-3
CC(C)CNC(=O)CSc1ccc(Cl)cc1,-1,7,-1,-4,-39,1,9,1,-4

# Compound profiles, as listed above:
# Results for CCCCc1c(O)nc(SCC(=O)N2CCCCC2)n(-c2ccccc2C)c1=O → sEH inh: .; E coli WT exp: -1; sEH act: .; PostGolgi ctrl: 4; Mac1 fbg inh: -2; PLAP activator: 1.2; S1P2 blocker: 16; PostGolgi yeast: 3; S1P2 agonist: -4
# Results for Cc1ccc(OCC(=O)N2CCN(C(=O)Cc3ccccc3)CC2)cc1 → sEH inh: -8; E coli WT exp: 3; sEH act: 6; PostGolgi ctrl: 31*; Mac1 fbg inh: -10; PLAP activator: 1.1; S1P2 blocker: 18; PostGolgi yeast: 3; S1P2 agonist: -3
# Results for COc1ccc2cc(C#N)c(SCC(=O)N3CCCC3)nc2c1 → sEH inh: 25; E coli WT exp: 0; sEH act: -21; PostGolgi ctrl: 8; Mac1 fbg inh: 1; PLAP activator: 0.9; S1P2 blocker: -10; PostGolgi yeast: 8; S1P2 agonist: -3

# Next part
SMILES,sEH inh,E coli WT exp,sEH act,PostGolgi ctrl,Mac1 fbg inh,PLAP activator,S1P2 blocker,PostGolgi yeast,S1P2 agonist
CCNc1nc(Oc2ccc(C(=O)OCC)cc2)nc(SC)n1,-8,-3,6,6,-12,1,0,1,-4
O=C1OCCC1Sc1nnc(-c2cccs2)n1Cc1ccccc1 (stereo not drawn),.,3,.,7,3,1,.,-3,.
Cc1occc1C(=O)Nc1ccc(S(=O)(=O)N2CCN(C)CC2)cc1,3,6,-2,1,-21,1.1,5,-17,-2
Cc1n[nH]c(C)c1C(=O)CC1(O)C(=O)N(CCc2ccccc2)c2ccc(Cl)cc21 (stereo not drawn),-4,6,2,1,-42,1.9,24,-4,-4
CCn1c(Cn2nnc(-c3ccccc3)n2)nnc1SCC(=O)Nc1cccc(C(C)=O)c1,-4,1,4,2,2,1.4,8,-6,-7
Cc1cc2nc(C)n(CCCN)c2cc1C,3,-2,-3,4,.,1.2,13,0,-1
N#C/C(=C(\O)CCl)c1nnc2n1CCCCC2,7,2,-6,3,-8,0.8,-10,1,-4
COc1cc(C(=O)OCCN2CCOCC2)cc(OC)c1OC,-15,4,15,8,.,1.1,8,3,-4
CCOC(=O)c1c(NC(=O)CSc2nnnn2C)sc(CC)c1C,.,6,.,15,-2,1.6,.,0,.
CC(C)CC(NC(=O)C1CCCN1C(=O)OC(C)(C)C)C(=O)NCC(N)=O (stereo not drawn),-8,-7,5,-1,-11,1.1,-2,15,-3
